Compound activity deposited in PubChem by several laboratories.
C8 TRAIL sens: sensitizes caspase-8 expressing cells to TRAIL. inhibition (viability loss, TRAIL sensitization), % at 10 µM. 1% of 360,000 active. NB7+C8 cells + TRAIL, ATPlite viability luminescence;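 active = compounds causing at least 50% loss of cell viability in the single-dose screen, relative to plate controls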
LMP1 NFkB inh: inhibitors of Epstein-Barr LMP1-induced NF-kappaB reporter | 0.69% of 350,000 active | AID 504558 | inhibition, % at 12.5 µM | LMP1-induced NF-kappaB luciferase reporter cells, luminescence; in the data active = inhibition above about 41%;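 note: 0% = neutral control wells and 100% = reference inhibitor control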
SRC3 inh: inhibitors of human steroid receptor coactivator 3 (SRC3); inhibition, % at 3.6 µM; Q9Y6Q9; AID 588352; HEK293 GAL4-SRC3 luciferase reporter, luminescence; 0.17% of 360,000 active;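 active = inhibition above a per-campaign cutoff, the mean of all compounds plus 3 SD, cut at about 60% in these data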;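 note: 0% = DMSO-treated cells and 100% = gossypol-treated cells at 36 µM; higher means less SRC3-driven luciferase light from the GAL4 reporter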
NCOA1 inh: inhibits human SRC1 coactivator. HEK293 GAL4-SRC1 luciferase reporter, luminescence. inhibition, % at 3.6 µM. 0.12% of 360,000 active. AID 588354;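 active = inhibition above the campaign mean plus 3 SD, with each screening campaign given its own cutoff, cut at about 60% in these data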;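 note: 0% = DMSO treated cells and 100% = gossypol at 36 µM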
TROY NFkB inh: blocks TROY-dependent signaling in reporter cells; 0.98% of 360,000 active; AID 1347056; inhibition, % at 10 µM; Q293 LMP1-TROYcd NF-kB luciferase reporter, 4 h;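 active = compounds whose plate-normalised and pattern-corrected inhibition of the luciferase reporter signal at the single screening dose is 50% or more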
NCOA2 inhibitor: inhibits human steroid receptor coactivator 2. 0.17% of 370,000 active. inhibition, % at 9 µM. Q15596. HEK293 GAL4-SRC2 luciferase reporter, luminescence;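 active = inhibition above the mean inhibition of all tested compounds plus 3 SD, set per campaign, cut at about 52% in these data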;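 note: 0% = DMSO treated cells and 100% = cells given Gossypol at 36 µM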
TLR9-MyD88 block: blocks human TLR9 binding to MyD88. CHO BLA complementation TLR9-MyD88, CCF4 FRET ratio. inhibition, % at 4.98 µM. 0.21% of 340,000 active;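 active = inhibition above the mean over all tested compounds plus 3 SD, cut at about 21% in these data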;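 note: 0% = DMSO only wells and 100% = clavulanate BLA inhibitor control wells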
NR2F2 inh: inhibitors of human COUP-TFII (NR2F2); P24468; HEK293T NGFI-A luciferase reporter, luminescence; inhibition, % at 8.6 µM; 0.7% of 370,000 active; AID 686940;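 active = inhibition above a per-plate cutoff, mean inhibition of test wells between control levels plus 3 SD, cut at about 38% in these data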;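 note: cells cotransfected with COUP-TFII expression vector driving the NGFI-A reporter; 0% = median of COUP-TF2 test wells and 100% = reporter-only cells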
NR5A2 inv ag: NR5A2 inverse agonism in reporter assay. AID 602396. HEK293T StAR-luciferase reporter, LRH-1 transfected, 24 h. inhibition, % at 3.6 µM. 0.13% of 360,000 active;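 active = inhibition above the mean inhibition of all tested compounds plus 3 SD, cut at about 73% in these data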;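 note: 0% = DMSO wells and 100% = reporter-only cells lacking LRH-1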
Vif inh: blocks HIV Vif function. AID 602346. HEK293T cells, Vif self-association by quenched fluorescence, imaging, 24 h. inhibition, % at 7.49 µM. 0.35% of 340,000 active; in the data active = inhibition above about 50%, passing the limit was not always enough; note: some results filed as inactive read as strong as hits
NOD2-RIPK2 inh: inhibitors of human NOD2-RIPK2 interaction. O43353. CHO BLA complementation NOD2-RIPK2, CCF4 ratio. inhibition, % at 4.98 µM. 0.38% of 360,000 active. AID 624267; in the data active = inhibition above about 21%;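 note: 0% = vehicle only and 100% = reference blocker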
* marks the source's active call; other numbers are inactive results; / = not tested or not shown. Some of the compounds tested (hit frequency here may not be typical).

SMILES	C8 TRAIL sens	LMP1 NFkB inh	SRC3 inh	NCOA1 inh	TROY NFkB inh	NCOA2 inhibitor	TLR9-MyD88 block	NR2F2 inh	NR5A2 inv ag	Vif inh	NOD2-RIPK2 inh
C[C@@H]1CN([C@@H](C)CO)C(=O)CCCn2cc(nn2)CO[C@H]1CN(C)S(=O)(=O)c1ccc2ccccc2c1	-2	1	-3	4	-2	-3	10	5	-4	/	-6
COCC(C)NC(=O)c1ccc(Cl)c(Cl)c1 (stereo not drawn)	6	-16	8	-3	1	-30	-6	9	6	1	-1
Cc1ccccc1NC(=O)c1cc[n+]([O-])cc1	-10	-2	0	13	-2	8	-1	-1	17	9	5
CN1CC(=O)Nc2ccccc2C1=O	9	0	3	7	-22	-13	-7	-13	11	4	-1
COc1ccccc1CCC(=O)OCC(=O)Nc1c(C)nn(-c2ccccc2)c1C	11	1	4	-1	10	6	-5	-9	10	1	-7
Cc1cc(O)c2c(c1O)C(=O)[C@]13C(=C2O)C(=O)[C@@H]2[C@@H](O)[C@H]1[C@@H]1[C@H](O)[C@H]3C(=O)C3=C(O)c4c(O)cc(C)c(O)c4C(=O)[C@]312	48*	16	75*	72*	28	/	-4	/	96*	-19	-9
Cc1ccc(NC(=S)NCc2ccc(F)cc2)cc1	2	1	4	-52	-6	14	4	-3	-12	1	-6
CCC(C(=O)NC(C)(C)C)n1c(-c2cccc(NC(C)=O)c2)nc2ccccc21 (stereo not drawn)	5	/	/	/	/	1	/	-14	11	/	-7
COc1ccc(C2=NOC(C(=O)Nc3ccc4c(c3)OCCO4)C2)c(OC)c1 (stereo not drawn)	-3	-1	3	2	-2	-2	7	7	14	0	-6
NS(=O)(=O)c1ccc(CNS(=O)(=O)c2cc(Cl)ccc2Cl)cc1	0	-6	8	-20	-9	0	1	-11	14	-2	-7
CSC(=Nc1cccc(C)c1)NC#N	-3	1	-4	14	5	6	5	-5	21	-5	6
O=C(CCn1c(=S)[nH]c2ccccc2c1=O)NCCSCc1ccccc1	-4	-31	-11	-16	0	9	6	5	-16	-4	2
Cc1cccn2c(=O)c3cc(C(=O)N4CCCCC4)sc3nc12	11	-19	-44	-13	-30	-14	2	-8	-9	-2	-4
CC(C)n1cc(NC(=O)COc2ccccc2Cl)cn1	-16	3	-19	-7	9	7	-7	11	-20	9	-7
O=C(O)CCCN1C(=O)/C(=C\C(Cl)=C\c2ccccc2)SC1=S	22	-27	-10	-39	26	10	1	21	-1	-8	-1
CCOc1cc(/C=N/Nc2nn3cnnc3c3ccccc23)ccc1O	73*	-2	-18	-15	-13	-19	4	-19	-3	-18	-5
COCC(=O)OCn1nnc2ccccc2c1=O	1	0	7	4	-3	1	-1	-11	3	21	6
Cc1ccccc1NC(=O)CN1CCOCC1	-10	-3	5	2	3	22	-1	-10	12	6	-6
O=C(OCC(=O)N1CCCC1)c1ccc(S(=O)(=O)N2CCOCC2)cc1	-10	-6	-6	-6	8	-6	12	23	16	18	-4
O=C(NCC1COc2ccccc2O1)c1ccc(F)c(S(=O)(=O)N2CCOCC2)c1 (stereo not drawn)	-9	5	10	-6	-1	-9	3	7	7	-4	-8
O=C(NC1CCCC1)C(c1ccncc1)N(C(=O)Cc1cccs1)c1ccc(F)cc1 (stereo not drawn)	15	-1	-27	-4	11	-5	-5	-10	2	1	0
CCOc1cc2[nH]c(=S)n(CCCC(=O)NCc3ccccn3)c(=O)c2cc1OCC	-11	-9	-12	-27	4	-48	12	-17	-8	-2	0
COc1ccc(NC(=O)c2ccc3c(c2)NC(=O)CO3)cc1OC	8	3	-28	-7	-16	6	0	8	-6	-7	-1
O=C(COC(=O)COc1ccc2ccccc2c1)NCC(F)(F)F	-26	3	17	-7	-4	-31	-4	3	-10	17	-11
COC(=O)CC1C(=O)NCCN1C(=O)Nc1ccc(Cl)cc1 (stereo not drawn)	1	-8	4	-11	-4	-16	6	1	-8	-1	-2
Next part
SMILES	C8 TRAIL sens	LMP1 NFkB inh	SRC3 inh	NCOA1 inh	TROY NFkB inh	NCOA2 inhibitor	TLR9-MyD88 block	NR2F2 inh	NR5A2 inv ag	Vif inh	NOD2-RIPK2 inh
COc1ccc(-n2c(C)nc3cc(C(=O)NCc4ccco4)ccc32)cc1	8	2	19	-28	-1	-12	0	15	-51	24	2
CCOC(=O)C1CCCN(C(=O)COC(=O)c2cccs2)C1 (stereo not drawn)	-15	-8	-17	-15	-27	-27	7	-13	-1	-3	-6
O=C(CNC(=O)c1cccc(F)c1)OCC(=O)N1CCCCC1	0	6	-25	-40	-70	9	-6	-16	0	0	-4
CCCNC(=O)C1(C)CCCN(Cc2cc(-c3ccccc3)nn2C)C1 (stereo not drawn)	1	/	11	18	8	11	/	5	-32	-4	4
Cc1ccc2nc(SCCC(=O)O)cc(C)c2c1	-3	2	1	4	3	-17	2	-2	4	-7	-12
CCN(CC)C(=O)c1[nH]cnc1C(=O)NCC(=O)OCc1ccccc1	-9	3	-17	8	-7	-21	0	-3	8	-1	-1
Cc1ccc(C(=O)NCCCc2ccccc2)c(C)c1	-3	-10	-85	-96	-26	-57	6	-35	-116	-2	-12
C=CCn1c(CCC(=O)Nc2ccc(C)c(Cl)c2)nnc1SCC(=O)Nc1ccccc1C	-2	-2	13	1	-21	6	-4	20	-15	0	0
CC1CCN(CCc2nc3cc(NS(=O)(=O)c4ccccc4)ccc3n2C)CC1	-5	-1	-19	3	11	-5	-1	-30	-10	-13	-2
Cc1ccc(NC(=O)CN(C)CC(=O)Nc2sc3c(c2C(N)=O)CCC3)cc1	-3	-3	-18	-2	-13	29	-12	12	14	-7	5
CS(=O)(=O)N1CCN(c2ccccc2[N+](=O)[O-])CC1	-3	-2	11	-4	2	15	-2	5	6	3	-1
O=C(COc1ccc(F)c(Cl)c1)Nc1ccc(N2CCOCC2)cc1	-3	-1	1	4	6	26	0	2	41	5	-3
O=C(Nc1ccc2c(c1)OCO2)Oc1ccccc1	-3	-25	-21	-32	-44	-44	0	-2	-11	3	-10
Cc1cccc(C)c1NC(=S)N(CCN(C)C)Cc1cccs1	3	1	0	45	11	9	4	-11	-15	-15	-7
O=C(NCc1ccc(F)cc1)c1cc(-c2ccccn2)nc2ccc(S(=O)(=O)N3CCOCC3)cc12	0	-8	-13	0	0	-27	0	-22	14	9	6
Cc1ccc(S(=O)(=O)NC(=O)C2(C)CCN2C(=O)C2CC2)cc1 (stereo not drawn)	1	/	-15	2	9	-18	/	0	2	6	-3
CC[C@@]1(C(=O)OC)N[C@H](CN(C)S(=O)(=O)c2ccc(-c3ccccc3)cc2)[C@@H]2C(=O)N(C)C(=O)[C@@H]21	3	-10	8	19	-15	-1	-19	9	3	14	-3
CC(=O)c1ccc(S(=O)(=O)N2CCC3(CC2)CC(=O)c2ccccc2O3)cc1	-10	0	-1	-22	13	-33	6	-9	21	-1	2
Cc1cccc(NS(=O)(=O)c2cccc3cccnc23)n1	7	-1	17	-7	-14	-3	5	-3	28	-9	-2
COc1cccc(CN(C)CC(=O)NCc2ccc(C)cc2)c1	2	21	1	19	-3	-11	16	3	22	-1	1
Cc1cccc(NC(=O)CCn2ccnc2C)c1	3	-3	-7	-17	-3	-31	-5	1	-19	/	-10
CCc1ccc(NC(=O)CC2NCCNC2=O)cc1 (stereo not drawn)	-14	-9	-1	-18	-27	/	-2	/	-20	-15	-3
COC(=O)C1C2CCC(C2)C1C(=O)OCC(=O)c1ccc(C)cc1 (stereo not drawn)	9	-3	0	-5	-6	2	9	-9	-10	-16	-3
O=C(NCCc1cccnc1)C1CCC(=O)N(Cc2cccc(C(F)(F)F)c2)C1 (stereo not drawn)	-4	-4	12	1	8	5	-9	21	-18	9	-7
O=C(CCc1nnc(Cc2ccc3c(c2)OCO3)o1)NC(c1ccccn1)C(F)(F)F (stereo not drawn)	-1	-3	14	-15	-2	-22	-4	-5	15	-2	7
The listing continues.
SMILES	C8 TRAIL sens	LMP1 NFkB inh	SRC3 inh	NCOA1 inh	TROY NFkB inh	NCOA2 inhibitor	TLR9-MyD88 block	NR2F2 inh	NR5A2 inv ag	Vif inh	NOD2-RIPK2 inh
C=CCn1c(SCC(=O)/C(C#N)=C(\C)N)nnc1C1CCCCC1	-6	-13	3	-5	-7	-23	3	16	-1	-2	-4
N#Cc1nc(COc2ccc(Br)cc2)oc1NCCCn1ccnc1	6	-1	20	6	25	-9	-15	6	5	/	2
COc1ccc(CN2CCN(C(=O)c3ccc(F)cc3)CC2)c(OC)c1	-8	-23	-13	-3	8	-14	-8	8	9	-5	-5
COc1cccc(Nc2nnc(SCC(=O)Nc3sccc3C(N)=O)s2)c1	18	3	-4	12	23	33	7	31	9	-4	-6
O=C(CN1C(=O)C2CC=CCC2C1=O)NCc1ccc2c(c1)OCO2 (stereo not drawn)	-12	20	-4	-2	-1	-2	-2	19	9	-7	-21
COc1cccc(CNc2nc3cc(C(C)=C(C)C)sc3c(=O)n2C)c1	-2	/	-10	-4	3	23	/	-10	17	/	8
Cc1ccnc(NS(=O)(=O)c2ccc(NC(=O)C3C4C=CC(C4)C3C(=O)O)cc2)n1 (stereo not drawn)	-3	10	-5	-8	5	-11	7	-9	1	2	-1
Cn1cc(C(=O)C(=O)NC2CCCCC2)c2ccccc21	-16	-8	-13	-27	-44	-44	0	-18	-44	-6	8
CCn1c(=NC(=O)CS(=O)(=O)c2ccc(F)cc2)sc2cccc(OC)c21	16	17	4	-4	21	-33	0	-3	-8	-2	-2
CC(OC(=O)c1ccc(NS(=O)(=O)c2ccc3[nH]c(=O)[nH]c3c2)cc1)C(=O)Nc1ccc(Cl)cc1 (stereo not drawn)	-5	4	17	-7	-12	13	1	8	-13	6	-5
COc1ccc(CCNC(=O)CCC(=O)n2ncc3ccc(Cl)cc32)cc1OC	10	-13	4	1	6	-24	7	4	19	0	-5
CCC/C(=N\NC(=O)CCC(=O)NCc1ccccc1)c1ccccc1	-4	-4	7	-23	-13	13	-9	3	5	7	-3
O=C(NNC(=O)c1cccs1)Nc1cccc(Cl)c1	13	-3	6	3	-21	-15	-3	8	7	26	-7
CCc1cc(C(=O)N2CCCC(C(=O)c3ccc(Oc4ccccc4)cc3)C2)n(C)n1 (stereo not drawn)	-11	16	-14	4	30	18	-4	15	-1	-13	-7
Cc1ccc(NC(=O)C2CCC(CNC(=O)[C@@H]3Cc4ccccc4CN3)CC2)c(C)c1 (stereo partly drawn)	-19	7	24	13	-25	-28	-4	17	0	-4	5
O=C(c1ccc(O)cc1)c1ccc(Cl)cc1	9	4	-4	-38	-29	-16	7	-21	-2	-2	-15
CCc1nc2c(OCCc3cccc(OC)c3)cccn2c1N(C)C(=O)c1cccs1	-5	/	2	-3	-11	0	/	-2	-15	-3	2
